# EphB4 ephrin blk: antagonists of human EphB4-ephrin-B2 interaction; 97,000 tested, 0.15% active; AID 720; EphB4 LBD / TNYL-RAW-Alexa532 peptide, fluorescence polarization; inhibition, % at 7 µM;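 active means inhibition above the screen-wide mean inhibition plus 3 SD, cut at about 15% in these data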;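 further: 0% = DMSO wells and 100% = excess unlabeled TNYL-RAW peptide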
# Pyk2 oligo antag: blocks oligomerization of human Pyk2 in cells. z-score (the deposit names both 25 µM and 10 µM). Q293 cells, Pyk2 FERM NanoBiT luminescence; active compounds read low. 99,000 tested, 0.83% active. Q14289;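 active means Z-score of -3 or lower, scaled per plate to the spread of control and sample wells; inactive means z-score above -3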;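 further: negative z-score means lost luminescence so less FERM oligomerization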
# Target sequence (Q14289 whole entry, looked up): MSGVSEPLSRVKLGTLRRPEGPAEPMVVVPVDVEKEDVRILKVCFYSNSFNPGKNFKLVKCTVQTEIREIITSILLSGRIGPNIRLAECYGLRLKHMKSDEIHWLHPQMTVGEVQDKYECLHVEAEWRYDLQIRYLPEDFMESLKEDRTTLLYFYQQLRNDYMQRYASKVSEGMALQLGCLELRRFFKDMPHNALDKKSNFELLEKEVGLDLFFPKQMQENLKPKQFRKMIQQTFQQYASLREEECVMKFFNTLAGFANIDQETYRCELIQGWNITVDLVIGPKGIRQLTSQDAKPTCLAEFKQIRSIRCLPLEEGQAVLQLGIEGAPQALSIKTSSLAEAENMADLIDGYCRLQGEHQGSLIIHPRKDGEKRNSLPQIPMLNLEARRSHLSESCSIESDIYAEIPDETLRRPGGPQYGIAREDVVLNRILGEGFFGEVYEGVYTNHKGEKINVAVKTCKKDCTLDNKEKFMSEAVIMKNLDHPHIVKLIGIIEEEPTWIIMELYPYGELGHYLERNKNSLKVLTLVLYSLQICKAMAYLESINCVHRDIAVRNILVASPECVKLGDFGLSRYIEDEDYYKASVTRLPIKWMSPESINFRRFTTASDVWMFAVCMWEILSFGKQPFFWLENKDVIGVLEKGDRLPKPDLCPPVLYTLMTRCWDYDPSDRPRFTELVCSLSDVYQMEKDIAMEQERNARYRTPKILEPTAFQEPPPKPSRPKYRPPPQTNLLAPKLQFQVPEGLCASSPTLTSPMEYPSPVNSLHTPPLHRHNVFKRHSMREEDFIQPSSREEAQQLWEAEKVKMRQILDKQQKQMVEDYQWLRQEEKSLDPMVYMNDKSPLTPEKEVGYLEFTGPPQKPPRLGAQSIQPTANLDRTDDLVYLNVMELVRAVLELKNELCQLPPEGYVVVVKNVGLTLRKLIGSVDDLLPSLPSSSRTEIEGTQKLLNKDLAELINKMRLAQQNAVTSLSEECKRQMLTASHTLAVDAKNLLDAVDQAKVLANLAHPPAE
# Starred values were filed as active, the others as inactive.
EphB4 ephrin blk | Pyk2 oligo antag | Compound
-7 | -0.42 | Cc1cc([N+](=O)[O-])c(NC2CCCCC2)c([N+](=O)[O-])c1
6 | -0.29 | COc1ccc2c(c1)C(C)=CC(C)(C)N2C(=O)Nc1ccccc1
2 | 0.66 | CCN(CC)C(=O)c1cnn(-c2ccccc2)c1NC(=O)c1cccs1
9 | -0.67 | Cc1cc(=O)n(CCc2ccccc2)c(O)c1C#N
1 | -0.31 | CCCCNC(=O)CN(c1cccc(F)c1)S(C)(=O)=O
-3 | -0.66 | C=CCC(NCc1ccccc1)c1ccc(C)o1 (stereo unspecified)
3 | -0.32 | C=CCOc1c(Br)cc(CNc2nccs2)cc1OC
1 | 0.88 | Cc1cc2ccccc2n2c(SCC(=O)N3CCc4ccccc4C3)nnc12
2 | 0.35 | COc1ccc(CCNC(=O)CN2C(=O)c3ccccc3S2(=O)=O)cc1
-4 | -0.54 | CCOC(=O)CSc1nnc(Cc2ccccc2)n1-c1ccc(C)cc1
-5 | 0.18 | O=C(O)CSCC(=O)Nc1ccccc1
-7 | 0.78 | Cc1ccc(C(=O)Nn2cnnc2)cc1[N+](=O)[O-]
-5 | -0.82 | Cc1cc(NC(=O)CCC(=O)N(c2ccccc2)C(C(=O)NC2CCCC2)c2ccccc2)no1 (stereo unspecified)
-13 | -0.71 | Cc1ccc(-c2nnn(CC(=O)N(CC(=O)NC3CCCC3)c3ccc(F)c(Cl)c3)n2)o1
6 | -0.38 | COCc1cc(C)nc(N2CCCCC2)c1C#N
2 | 0.14 | Cn1c(Cc2ccccc2)nnc1SCC(=O)N1CCCCC1
-5 | -0.79 | Cc1c(C(=O)c2ccc(Cl)c(Cl)c2)cnc2cc3c(cc12)OCO3
-1 | -0.7 | Cc1ccccc1Cc1c(C)nc2c(C(=O)N3CCN(Cc4ccc5c(c4)OCO5)CC3)cnn2c1C
3 | 0.28 | CCOC(=O)C1(C)NC(c2ccco2)C2C(=O)N(c3ccc(C)cc3)C(=O)C21 (stereo unspecified)
-3 | 1.2 | Cc1cc(C#N)c(C)c(SCc2[nH]nc3c2C(c2ccccc2)C(C#N)=C(N)O3)n1 (stereo unspecified)

# Retrieved by structure from the entries so far (7):
EphB4 ephrin blk | Pyk2 oligo antag | Compound
2 | 0.14 | Cn1c(Cc2ccccc2)nnc1SCC(=O)N1CCCCC1
-13 | -0.71 | Cc1ccc(-c2nnn(CC(=O)N(CC(=O)NC3CCCC3)c3ccc(F)c(Cl)c3)n2)o1
3 | 0.28 | CCOC(=O)C1(C)NC(c2ccco2)C2C(=O)N(c3ccc(C)cc3)C(=O)C21 (stereo unspecified)
-5 | 0.18 | O=C(O)CSCC(=O)Nc1ccccc1
-7 | 0.78 | Cc1ccc(C(=O)Nn2cnnc2)cc1[N+](=O)[O-]
6 | -0.38 | COCc1cc(C)nc(N2CCCCC2)c1C#N
-3 | 1.2 | Cc1cc(C#N)c(C)c(SCc2[nH]nc3c2C(c2ccccc2)C(C#N)=C(N)O3)n1 (stereo unspecified)

# Sorted by length of the SMILES (largest number first): 4 of the compounds above
EphB4 ephrin blk | Pyk2 oligo antag | Compound
-1 | -0.7 | Cc1ccccc1Cc1c(C)nc2c(C(=O)N3CCN(Cc4ccc5c(c4)OCO5)CC3)cnn2c1C
-5 | -0.82 | Cc1cc(NC(=O)CCC(=O)N(c2ccccc2)C(C(=O)NC2CCCC2)c2ccccc2)no1 (stereo unspecified)
2 | 0.35 | COc1ccc(CCNC(=O)CN2C(=O)c3ccccc3S2(=O)=O)cc1
2 | 0.66 | CCN(CC)C(=O)c1cnn(-c2ccccc2)c1NC(=O)c1cccs1

# (further entries)
EphB4 ephrin blk | Pyk2 oligo antag | Compound
6 | 1.4 | CCCC(=O)Nc1sc2c(c1C#N)CC(C)(C)NC2(C)C
-3 | -0.28 | Cc1cccc(NC(=O)c2sc(C)nc2C)c1
0 | 1.3 | COc1cc2cc(CN(Cc3ccc4c(c3)OCO4)C(=O)c3ccco3)c(=O)[nH]c2cc1OC
-3 | -0.09 | O=C(/C=C/c1ccco1)NC(=S)Nc1cccc(-c2nc3ccccc3s2)c1
-1 | -0.17 | Cc1cccc(-c2nc3c(c(SCC(N)=O)n2)CCCC3)c1
5 | -0.7 | CCC1CCc2c(sc3nc(SCC(=O)NCc4ccco4)n(-c4ccccc4)c(=O)c23)C1 (stereo unspecified)
4 | 0 | O=C(CSc1nc(-c2ccco2)cc(C(F)(F)F)n1)N1CCN(c2cccc(Cl)c2)CC1
-6 | 1.9 | COc1ccc(-c2nnc(SCC(=O)Oc3ccc(C)cc3)o2)cc1
1 | -0.86 | O=C(CN1C(=O)c2cccc3cccc1c23)Nc1ccc(S(=O)(=O)N2CCOCC2)cc1
-6 | -0.13 | Cc1ccc(-n2c(-c3ccccc3)n[nH]c2=S)cc1
-9 | -1.1 | O/N=C/c1cc(Br)ccc1OCc1ccccc1F
1 | 0.68 | O=C(CCS(=O)(=O)c1ccc(Br)cc1)Nc1ccc2c(c1)OCO2
3 | 0 | Cc1ccc(Cl)cc1NC1=NC(=S)N(C(C)C)C12CCCCC2
-1 | -0.1 | CC1(C)Oc2nc3ccccc3n2/C1=C\C#N
-4 | -0.53 | O=Cc1cn(CC(=O)N2CCCc3ccccc32)c2ccccc12
3 | 1.2 | Cc1ccc(C(=O)c2ccc(N3CCOCC3)c(F)c2)cc1
6 | -1.5 | Cc1ccc2cc(CN(Cc3ccco3)C(=O)NC3CCCCC3)c(=O)[nH]c2c1C
1 | -0.08 | CCC(C)Nc1nc(OC(C(F)(F)F)C(F)(F)F)nc(OC(C(F)(F)F)C(F)(F)F)n1 (stereo unspecified)
-3 | -0.86 | CCOc1ccc(N2CC(C(=O)Nc3ccc(N4CCOCC4)cc3)CC2=O)cc1 (stereo unspecified)
2 | 1.5 | Cc1c(N=C/C=C2/N(C)c3ccccc3C2(C)C)c(=O)n(-c2ccccc2)n1C
2 | 0.76 | CCC(=O)NCCc1nc2ccccc2n1Cc1ccccc1
-4 | -0.38 | CC(=O)Nc1sc(NC(=O)c2ccc(C)cc2)nc1-c1cccs1
15 | -1.3 | CC(C)CN1C(=O)/C(=C/c2cccs2)NC1=S
10 | -0.5 | COc1ccc(N2CCN(C(c3cccs3)C(C)NC(=O)c3ccco3)CC2)cc1 (stereo unspecified)
4 | 0.2 | CC(C)C(=O)Nc1sc2c(c1C#N)CCCCC2
-1 | 3 | CCCn1c(CN(C)Cc2ccccc2)nc2c1c(=O)n(C)c(=O)n2C
-6 | 1 | Cn1nnc(NC(=O)c2ccc3ccccc3c2)n1
-3 | 0.13 | CCn1c(CC(=O)Nc2ccc(Cl)c(Cl)c2)nnc1SCc1ccc(Cl)cc1
-3 | -0.08 | CCOc1ccccc1NC(=O)Cn1c(=O)c2ccccc2n(CC)c1=O
-3 | -0.51 | COc1ccc(N=Cc2nc(-c3ccco3)oc2O)cc1
1 | -1.2 | CCOc1nc(NC2CCCCC2)nc(NC(C)(C)C)n1
-3 | -2.6 | N#Cc1ccccc1NC(=O)c1ccccc1OCC(=O)Nc1ccc2c(c1)oc1ccccc12
-5 | 0.5 | COc1cccc2cc(C(=O)N3CCN(C(=O)c4ccccc4)CC3)c(=O)oc12
2 | -2 | O=C(CSc1ncnc2c1oc1ccccc12)N1CCN(c2ccccc2)CC1
2 | -0.04 | CC(=O)C1=C(O)C(=O)N(C2CCCCC2)C1c1ccccc1 (stereo unspecified)
-5 | -0.91 | O=C(Nc1ccc(-c2noc(COc3ccccc3Cl)n2)cc1)c1ccco1
-4 | -1 | COc1ccc(OC)c(N(CC(=O)N2CCCCC2)S(=O)(=O)c2ccc(OC)c(OC)c2)c1
5 | -0.68 | N#Cc1c(OCC(=O)c2ccccc2)nc2c(c1-c1ccco1)CCc1ccccc1-2
2 | 1.4 | Cc1cc(N2CCCC2)nc(SCC(=O)c2ccccc2)n1
-6 | -0.32 | CCN(CC(O)COc1ccc(OCC(O)CN(CC)C2CCCCC2)cc1)C1CCCCC1 (stereo unspecified)
-3 | -0.24 | Clc1cccc2sc(-c3nnc(-c4ccccc4)o3)c(Cl)c12
3 | 0.68 | O=C(NCC1CCCO1)NC1CCCCC1 (stereo unspecified)
5 | 2 | CCOC(=O)c1ccc(NC(=O)COc2ccc(S(=O)(=O)NC(C)(C)C)cc2)cc1
0 | 0.44 | Cc1cccc(NC(=O)C2CCCN2C(=O)Oc2ccccc2)c1C (stereo unspecified)
2 | -0.06 | CCS(=O)(=O)Nc1ccc(C(=O)c2ccccc2)cc1
7 | 0.13 | O=C(CN1CCN(Cc2ccccc2)CC1)NCC1COc2ccccc2O1 (stereo unspecified)
6 | 1.2 | Cc1ccc(NC(=O)N2CCCC2C(=O)Nc2ccc(-n3cnnn3)c(C)c2)cc1 (stereo unspecified)
3 | -0.08 | CC(C)CC1C(C#N)=C(N)Oc2n[nH]c(-c3ccccc3)c21 (stereo unspecified)
5 | -2 | CCN(CC)c1cc2nc(C)n(Cc3ccccc3)c(=O)c2cc1NC(=O)C1CC1
-2 | 0.36 | CCC(CO)NCc1ccc(OC2CCCC2)cc1 (stereo unspecified)

# Remaining list, next part:
EphB4 ephrin blk | Pyk2 oligo antag | Compound
1 | -1.2 | C=CCO/N=C(/C)c1c(O)c(CC)c(-c2ccccc2)n(-c2ccccc2)c1=O
-11 | 0.07 | COC(=O)c1c(NC(=O)CSc2ncnc3c2cnn3-c2ccccc2Cl)sc2c1CCCC2
8 | 1.4 | O=C1CC(c2ccc(F)cc2)CC(O)=C1C=NCCN1CCNCC1 (stereo unspecified)
-8 | -0.7 | CC(C)OC(=O)CSc1nnc(CNc2ccc(Cl)cc2)n1Cc1ccccc1
2 | -0.77 | O=C(Nc1ccccc1N1CCCC1)c1cccnc1Cl
2 | -0.48 | O=C1CCCN1c1cccc(Br)c1
3 | -0.12 | COC(=O)C1(c2ccccc2)NC(c2cccs2)C2C(=O)N(c3ccccc3)C(=O)C21 (stereo unspecified)
3 | -0.22 | Cc1ccc(C2CC(C(F)F)n3ncc(C(=O)Nc4c(C)nn(Cc5c(F)cccc5Cl)c4C)c3N2)cc1 (stereo unspecified)
0 | -0.23 | Cc1cc(NC(=O)CSc2nc3ccsc3c(=O)n2NC(=O)c2ccccc2)no1
-8 | -0.64 | COc1cccc(NC(=O)NC2(C(F)(F)F)Oc3ccccc3O2)c1
4 | 0.78 | COc1cccc(CNC(=O)C(=O)NCC2CCCO2)c1 (stereo unspecified)
4 | 0.96 | Cc1sc2ncnc(N3CCC(C)CC3)c2c1C
5 | -0.36 | O=C(CCN1CCCCCC1)Nc1ccccc1F
8 | -1.5 | CC(=O)Nc1cc(C(F)(F)F)ccc1OCCOc1ccccc1
-1 | 0.07 | Oc1ccc(CN2CCN(c3ccccc3)CC2)c2cccnc12
6 | -1.1 | c1cnc2ccc(C(c3nnnn3C3CCCCC3)N3CCN(C4CCCCC4)CC3)cc2c1 (stereo unspecified)
-3 | 0.08 | CCN(/N=C/c1cccs1)c1cc(=O)n(C)c(=O)[nH]1
-2 | -1.4 | Cc1ccc(C(C(=O)NC(C)(C)C)N(Cc2ccco2)C(=O)Cn2nnc(-c3cccs3)n2)cc1 (stereo unspecified)
-15 | 0.09 | COc1ccc(Cl)cc1S(=O)(=O)N1CCCC(C(=O)NCC(N)=O)C1 (stereo unspecified)
-5 | 0.69 | COCCNC(=O)C(=O)Nc1ccc(Br)cc1
1 | -0.41 | O=C1Nc2ccccc2CCC1Sc1nnc(-c2ccc(Cl)cc2)s1 (stereo unspecified)
2 | 0.42 | CCn1c(Cc2ccccc2)nnc1SCC(=O)N1CCCCC1
-3 | -0.1 | CCCCCNC(=O)C1CC=CCC1C(=O)O (stereo unspecified)
-6 | 0.2 | CC(=O)N(c1ccccc1)c1nc(C)cc(C)c1C#N
-9 | -0.25 | CCCC(=O)N(CCN(C(=O)CCC)c1ccccc1)c1ccccc1
4 | -0.61 | CC(=O)c1nn(-c2cccc(Br)c2)cc1C(=O)c1ccco1
6 | -0.01 | Cc1nc(CCNC(=O)c2cccs2)cs1
-3 | -0.65 | COc1ccc(NC(=O)c2ccc3nccnc3c2)cc1
-1 | -0.91 | Cc1ccccc1-n1c(SCC(=O)Nc2ccc3c(c2)OCO3)nnc1-c1ccccn1
9 | 0.3 | COc1ccccc1OCc1nnc(SCC(=O)NCc2ccco2)n1-c1ccccc1
-11 | 0.23 | COc1cccc(C(=O)N2CCN(S(=O)(=O)Cc3ccccc3)CC2)c1OC
0 | -1.7 | C=CC(=O)N1c2ccccc2Sc2ccc(NC(=O)OCC)cc21
-4 | -0.02 | COc1cccc(-c2csc(N3CCN(C(=O)Nc4ccc(F)cc4)CC3)n2)c1
1 | -1.9 | O=C1CN(C(=O)c2ccc(Br)o2)C(c2ccc(F)cc2)c2cc(F)ccc2N1 (stereo unspecified)
6 | -1 | O=c1[nH]c2ccc(S(=O)(=O)N3CCCCC3)cc2[nH]c1=O
2 | 0.92 | Cc1nc2sc(C(c3ccccc3)N3CCOCC3)c(O)n2n1 (stereo unspecified)
0 | -0.5 | COc1ccc(C(=O)N2CCN(c3cccc(Cl)c3)CC2)cc1
-2 | -1.5 | COc1ccc(-c2cc3nc(C)cc(N4CC(C)CC(C)C4)n3n2)cc1 (stereo unspecified)
7 | -0.54 | CCOC(=O)c1ccccc1NC(=O)c1ccc(Cl)c(S(=O)(=O)N2CCOCC2)c1
-7 | 0.93 | CCCNC(=O)c1c(NC(=O)C2COc3ccccc3O2)sc2c1CCCC2 (stereo unspecified)
0 | 0.35 | O=C(CN1CCN(CCO)CC1)Nc1ccccc1
4 | -0.5 | CCCCOn1c(C)c(C(=O)OCC)c2c3nonc3ccc21
1 | -0.25 | N/C(=N\OC(=O)c1ccc(Cl)cc1)c1ccc(Cl)cc1
-3 | 1.7 | COC(=O)C(O)(CC(=O)Nc1ccc(OC)cc1)C(F)(F)F (stereo unspecified)
1 | -0.7 | CCOc1ccc(N/C=C\C(=O)c2ccc3c(c2)OCO3)cc1
2 | -1.1 | COc1cccc2cc(C(=O)N3CCCCC3C)c(=O)oc12 (stereo unspecified)
3 | 0.22 | Cc1ccc(CN(C(=O)C(F)(F)F)C(C(=O)NC2CCCCC2)c2ccco2)cc1 (stereo unspecified)

# Screening data deposited in PubChem BioAssay by several laboratories.

# The list is partial; the hit share may differ from the screen's.
